SRC3 TRFRET art: TR-FRET artefact, counter-screen to PPARgamma/SRC-3 agonist assay | PPARgamma/SRC-3 format; hits give high values | TR-FRET ratio at 8 µM | hit rate 0.39% among 99,000 | AID 1048; in the data active = TR-FRET ratio above about 2000; note: inactives centre near 1600; reference of the scale not given here
SRC1 TRFRET art: TR-FRET artefact, counter-screen to PPARgamma/SRC-1 agonist assay; TR-FRET detection artefact counter-screen, emission ratio; hits give high values; hit rate 0.34% among 99,000; TR-FRET ratio at 8 µM; in the data active = TR-FRET ratio above about 2300; note: inactives centre near 1800; reference of the scale not given here
Active calls of the source: *; & = joins results of further samples.

SMILES | SRC3 TRFRET art | SRC1 TRFRET art
O=C(O)C1CC(O)CN1c1nc(Cl)ccc1[N+](=O)[O-] (stereo unspecified) | 1637 | 1750
NS(=O)(=O)c1cnccc1Nc1ccc(Cl)c(Cl)c1 | 1503 | 1684
Cc1nn(-c2ccc(F)cc2)c(Cl)c1/C=C1\C(=O)Nc2ccccc21 | 1545 | 1777
COC(=O)c1cc(C(=O)Nc2ccc(Cl)cn2)cc([N+](=O)[O-])c1 | 1481 | 1638
COc1ncccc1-c1nnn(-c2ccc(Cl)nc2)n1 | 1837 | 1761
Cc1nnc(SCC(=O)NC(C)(C)C)n1NCc1ccc(Cl)cc1 | 1855 | 1483
CCOc1ncccc1C(=O)OCC(=O)c1ccc(C)c(C)c1 | 1498 | 2094
CCOc1cc2[nH]c(=O)n(CCCC(=O)N(C)Cc3ccccc3)c(=O)c2cc1OCC | 1554 | 1806
CC(C)(C)c1ccc(S(=O)(=O)N2CCN(CCC#N)CC2)cc1 | 1566 | 1617
c1ccc(Cn2cc(CN3CCCO3)c(-c3ccc4c(c3)OCO4)n2)cc1 | 1715 | 1673
Cc1ccnc(SCC(=O)c2ccc([N+](=O)[O-])cc2)n1 | 1480 | 1815
Cc1ccc(-n2c(-c3cn(C)nc3C)n[nH]c2=S)cc1 | 1842 | 1960
COCCNC(=O)C(c1ccc(F)cc1)N(C(=O)CCC(=O)Nc1nccs1)c1cccc(C)c1 (stereo unspecified) | 1522 | 1646
COc1ccc(CC(=O)NNC(=O)c2cccs2)cc1OC | 1277 | 1443
CCSc1nnc(CNC(=O)C23CC4CC(CC(C4)C2)C3)n1Cc1ccccc1 | 1617 | 1801
C=CCn1c(=O)c2ccccc2n2c(SCC(=O)NCCc3ccccc3)nnc12 | 1792 | 1555
CN1CCC(C(=O)N2CCCC(C(=O)c3ccc4c5c(cccc35)CC4)C2)CC1 (stereo unspecified) | 1677 | 1634
CCc1ccc(/C=C(\C)C(=O)c2c(C)cc(C)[nH]c2=O)cc1 | 1345 | 1474
CC1(C)CC(=O)C2=C(C1)OC(N)=C(C#N)C2c1ccccc1OC(=O)N1CCOCC1 (stereo unspecified) | 1505 | 1808
Cc1ccc(C(O)c2nccn2C)o1 (stereo unspecified) | 1740 | 1773
Cc1nn2c(-c3cccnc3)ccnc2c1-c1ccccc1 | 1623 | 1691
Cc1c(NC=C(C#N)C#N)c(=O)n(-c2ccccc2)n1C | 1537 | 1835
COC(=O)c1nn(-c2ccc(C)cc2)ccc1=O | 1550 | 1734
Cc1ccc2nc(NC(=O)C3CC(=O)N(Cc4ccco4)C3)sc2c1 (stereo unspecified) | 1549 | 1902
CCC(CC)C(=O)Nc1cc([N+](=O)[O-])ccc1Cl | 1677 | 1798
CS(=O)(=O)c1ccc2nc(NC(=O)c3cccc(NS(=O)(=O)c4ccc(F)c(F)c4)c3)sc2c1 | 1673 | 1712
CCn1c(SCC(=O)NNC(=O)c2ccc(OC)cc2)nnc1-c1cccnc1 | 1457 | 1880
COCCN(C(=O)c1cc(OC)c(OC)c(OC)c1)c1c(N)n(Cc2ccccc2)c(=O)[nH]c1=O | 1529 | 2021
O=C(CSc1nnc(C2COc3ccccc3O2)o1)Nc1nccs1 (stereo unspecified) | 1856 | 2081
CC1CCN(CC(=O)Nc2ccc(Cl)cc2[N+](=O)[O-])CC1 | 1511 | 1961
O=C(/C=C/c1ccco1)OCc1nnc(-c2ccc(Cl)cc2)o1 | 1368 | 1476
CCCCN(C(=O)c1ccc(S(=O)(=O)N(C)C)cc1)c1nc2ccccc2s1 | 1626 | 1643

Single values from the entries so far:
For SRC1 TRFRET art, `O=C(/C=C/c1ccco1)OCc1nnc(-c2ccc(Cl)cc2)o1` is entered as 1476
For SRC1 TRFRET art, `CS(=O)(=O)c1ccc2nc(NC(=O)c3cccc(NS(=O)(=O)c4ccc(F)c(F)c4)c3)sc2c1` is entered as 1712

New compounds follow:
SMILES | SRC3 TRFRET art | SRC1 TRFRET art
CCCC(=O)Nc1cc(OC)c(C(=O)OC)cc1Cl | 1470 | 1816
CC(C)C(=O)NCCc1nc2ccccc2n1CCc1ccccc1 | 1814 | 1891
Cc1ccc2nsnc2c1S(=O)(=O)N1CCN(C(=O)C2CCCO2)CC1 (stereo unspecified) | 1586 | 2036
CC1CC2=C(NC(=S)NC2c2cccc(F)c2)/C(=C/c2cccc(F)c2)C1 (stereo unspecified) | 1363 | 1563
CCN(CC)C(=O)C[n+]1cccc(C(N)=O)c1 | 1493 | 1772
O=C(N=Nc1c(O)n(Cc2ccccc2)c2ccccc12)c1ccc(O)cc1 | 1586 | 2013
c1ccc(-c2ccc(C(c3ccccc3)n3ccnc3)cc2)cc1 (stereo unspecified) | 1518&1530 | 1595&1726
COc1ccccc1NC(=S)N(C(C)C)C(C)c1ccccn1 (stereo unspecified) | 1567 | 1575
CC(C)CC(=O)Nc1ccc(-c2nc3ccccc3c(=O)[nH]2)cc1 | 1470 | 1936
COc1ccc(CCNS(=O)(=O)c2cc(/C=C/C(=O)O)ccc2C)cc1OC | 1365 | 1714
O=C(O)c1cc(Br)ccn1 | 1853 | 1676
CN(C)c1nc(N)nc(-c2cccnc2)n1 | 1704 | 1964
CCCOc1ccc(Cc2c(Cl)nc(SC)nc2NC)cc1 | 1641 | 1803
Cc1ccc(C2=Nc3c(ccc4ccccc34)C(c3ccncc3)=NN2)cc1 | 1647 | 1642
Cc1ccc(NS(=O)(=O)c2ccc(NC(=O)C(C)Sc3ccc(Cl)cc3)cc2)c(C)c1 (stereo unspecified) | 1629 | 1730
O=C(c1ccc(Cl)cc1)C1CCCN(C(=O)/C=C/c2ccccn2)C1 (stereo unspecified) | 1477 | 1498
CCC(=O)NC(=S)Nc1ccc(-c2nc3ccc(C)cc3s2)cc1 | 1556 | 1644
Cc1cc(Cc2cc(C)c(N)cc2C)c(C)cc1N | 1455 | 1743
CCOc1cc(N2CCOCC2)c(OCC)cc1NC(=O)c1ccc(OC)cc1 | 1630 | 1659
COc1ccc(C2CC(c3ccccc3)=NN2C(=O)COC(=O)c2cccc(S(=O)(=O)N(C)C)c2)cc1 (stereo unspecified) | 2064* | 2411*
O=C(CC1S/C(=N/N=C/c2cccnc2)NC1=O)Nc1ccccc1 (stereo unspecified) | 1550 | 2002
CC(=O)N[C@@H](Cc1c[nH]c2ccccc12)C(=O)OCC(=O)Nc1ccc(S(=O)(=O)N(C)C)cc1 | 1546 | 1742
O=C(CSc1ccc(-c2ccc(F)cc2)nn1)N1CCN(c2ccccc2)CC1 | 1729 | 2029
CCN(CC)C(=O)c1sc(NC(=O)c2ccncc2)c(C(=O)OC)c1C | 1901 | 2022
COC(=O)c1ccc(OCC(=O)c2ccc(O)cc2O)cc1 | 1549 | 1765
O=C(NC1CCCCC1)C(=O)c1c(-c2ccccc2)[nH]c2ccccc12 | 1718 | 1636
Cc1cc(=O)n2nc(N3CCC(C(=O)NCCc4ccccc4)CC3)sc2n1 | 1449 | 1967
CSc1ncccc1C(=O)OCc1ccc([N+](=O)[O-])cc1 | 1831 | 1938
O=C(Nc1ccc(N2CCN(C(=O)c3ccco3)CC2)c(Cl)c1)c1cccnc1 | 1386 | 1632
CCOC(=O)c1sc(=NC(=O)CCS(=O)(=O)c2ccccc2)n(C)c1C | 1345 | 1710
CCCCOc1cccc(C(=O)NC(=S)Nc2cccnc2)c1 | 1544 | 1617
Cc1nc2c(=O)[nH]c(=S)n(C)c2nc1C | 1582 | 1837
CC(=O)Nc1ccc(S(=O)(=O)Nc2cccc3[nH]ncc23)cc1 | 1663 | 1736
CCOC(=O)C1(Cc2cccc(Cl)c2)CCCN(C2CCN(C(C)=O)CC2)C1 (stereo unspecified) | 1444 | 1540
FC(F)c1nc2ccccc2[nH]1 | 1608 | 1843
COc1cc(OC)c(OC)cc1/C=C/C(=O)c1ccc(NS(=O)(=O)c2ccc(C)cc2)cc1 | 1788 | 1908
CCC(Cc1ccccc1)NCc1c(C(=O)O)c(C)n(Cc2ccccc2)c1C (stereo unspecified) | 1697 | 1835
Cc1ccc(NC(=O)C2CCN(S(=O)(=O)c3cnc[nH]3)CC2)nc1 | 1879 | 1718
COc1ccc(-n2nnc3c(=O)n(CC(=O)Nc4cc(C)on4)cnc32)cc1OC | 1718 | 1788
Cc1cc(C(=O)C(=O)O)c(C)n1-c1ccc(Cl)cc1 | 1457 | 1794
COc1ccc(/C=C/C(=O)OCC(=O)N2CC(=O)Nc3ccccc32)cc1S(=O)(=O)N1CCOCC1 | 1422 | 1521
CCCCC1N2CC3([N+](=O)[O-])CN1CC([N+](=O)[O-])(C2)C3(C)C (stereo unspecified) | 1637 | 1912
COC(=O)c1cc(C(=O)OCC(=O)NCc2ccc3c(c2)OCO3)cc([N+](=O)[O-])c1 | 1231 | 1698
CC1CCN(c2ccc([N+](=O)[O-])cn2)CC1 | 1577 | 1897
Cc1ccc(C(=O)N2CCN(c3ccc([N+](=O)[O-])c(N4CCOCC4)c3)CC2)cc1 | 1452 | 1782
O=C(Cn1c(-c2ccccc2Cl)nc2ccccc21)Nc1cccc(Cl)c1 | 1749 | 1907
Cc1ccc(NC(=O)c2ccc(OC(F)(F)F)cc2)cc1S(=O)(=O)N(C)C | 1687 | 2023
Cc1ccccc1NC(=S)NCc1ccc2c(c1)cc(C)n2C | 1729 | 1903
Cc1ccc(C(=O)N2NC(c3ccccc3F)C3C(=O)N(c4cccc(C)c4)C(=O)C32)cc1 (stereo unspecified) | 1549 | 1582
Cc1ccc(S(=O)(=O)NC(N)=NCCc2ccc(Cl)cc2)cc1 | 1629 | 1805
COc1ccc(-c2cc(N3C(=O)Nc4ccccc4N3O)n[nH]2)c(OC)c1 | 1254 | 1632
CCC(=O)Nc1ccc(Cl)c(NC(=S)NC(=O)c2ccco2)c1 | 1737 | 1972
Cc1ccc(NS(=O)(=O)c2cccc(C(=O)O)c2)cc1S(=O)(=O)N1CCCCC1 | 1333 | 1507
Cc1cccc(NC(=S)NC(=O)c2ccc(Br)o2)c1 | 1592 | 2067
CCOC(=O)CSc1cc(CS(C)(=O)=O)nc(-c2ccccn2)n1 | 1457 | 1736
COC(CNC(=O)C1CCCN(S(=O)(=O)c2c(C)noc2/C=C/c2cccs2)C1)OC (stereo unspecified) | 1623 | 1909

Following part.
SMILES | SRC3 TRFRET art | SRC1 TRFRET art
COc1ccc(NC(=O)CCNS(=O)(=O)c2ccc3c(c2)c(=O)n(C)c(=O)n3C)c(OC)c1 | 1304 | 1566
CCOc1ccc2nc(Cl)c(C3CC(c4ccco4)=NN3S(=O)(=O)c3ccccc3)cc2c1 (stereo unspecified) | 1321 | 1736
CCN(CC)CCNCc1ccc(Br)cc1OCC(=O)NCc1ccccc1 | 1377 | 1885
COc1cc2ccccc2cc1C(=O)NCC(c1cccs1)N(C)C (stereo unspecified) | 1361 | 1608
O=C(CN(Cc1ccc(F)cc1)S(=O)(=O)c1ccc(S(=O)(=O)N2CCOCC2)cc1)Nc1ccccc1 | 1651 | 1919
CCCCNC(=S)NNc1c(Cl)cc(Cl)cc1Cl | 1500 | 1919
Oc1ccc(-c2nccc(-c3ccc(Cl)cc3)n2)cc1 | 1363 | 1867
CCc1ccc(N2C(=O)CN(Cc3cc(OC)c(OC)c(OC)c3)C2=S)cc1 | 1695 | 1657
C=CCNC(=O)c1sccc1Oc1ccc(F)cc1[N+](=O)[O-] | 1614 | 1974
CCOc1ccccc1NC(=O)N1CCC(n2nnc3cc(C)ccc32)CC1 | 1348 | 1754
CCOc1ccc(CC(=O)C2=C(N3CCOCC3)CC(C)(C)CC2=O)cc1OCC | 1380 | 1770
S=C1SCN(Cc2cccnc2)CN1Cc1ccccc1 | 1667 | 1587
O=[N+]([O-])c1ccc2cn[nH]c2c1 | 1586 | 1522
Cc1c(NC(=O)CN2c3cccc4cccc(c34)S2(=O)=O)c(=O)n(-c2ccccc2)n1C | 1403 | 1723
CN1C(=O)/C(=N/OC(=O)c2ccccc2Br)c2ccccc21 | 1347 | 2009
CC(=O)CC(=O)Nc1ccc(C(N)=O)cc1 | 1540 | 1902

Reformatted: 4 of the compounds above.
S=C1SCN(Cc2cccnc2)CN1Cc1ccccc1
  SRC3 TRFRET art: 1667; SRC1 TRFRET art: 1587

O=[N+]([O-])c1ccc2cn[nH]c2c1
  SRC3 TRFRET art: 1586; SRC1 TRFRET art: 1522

Cc1c(NC(=O)CN2c3cccc4cccc(c34)S2(=O)=O)c(=O)n(-c2ccccc2)n1C
  SRC3 TRFRET art: 1403; SRC1 TRFRET art: 1723

CN1C(=O)/C(=N/OC(=O)c2ccccc2Br)c2ccccc21
  SRC3 TRFRET art: 1347; SRC1 TRFRET art: 2009

Remaining list, next part:
SMILES | SRC3 TRFRET art | SRC1 TRFRET art
C[C@H](NC(=O)NCc1ccc(F)cc1)C(=O)O | 1626 | 2028
CN(c1cccc(NC(=O)c2ccc(C(C)(C)C)cc2)c1)S(C)(=O)=O | 1357 | 1572
COc1ccccc1CNC(=O)N/C=C/c1ccc(Cl)cc1 | 1679 | 1823
COc1ccc(-n2nc3cc(C)c(NC(C)=O)cc3n2)cc1 | 1458 | 1492
CC(C)C(=O)NC(c1ccccc1)c1cc([N+](=O)[O-])c2cccnc2c1O (stereo unspecified) | 1353 | 1858
Cc1cc(=O)n2cccc(O)c2n1 | 1591 | 1616
CCCCNC(=S)N(C)N=C1CCC(c2ccccc2)CC1 (stereo unspecified) | 1504 | 1520

From PubChem

An unsorted share of the library (roughly 0.65% active in at least one column).
